SMN2 splice up – increases expression of the SMN2 splice variant; HEK293 SMN2-luciferase splicing reporter, luminescence, 30-36 h; Potency, µM (top dose mostly 46.1 µM), inactives show at the highest dose activity change, positive = activation, hits mostly activators; actives 2.8% (n = 210,000); AID 1458; further: % of control where 0% means no effect; nearly all actives have a fitted effect of over 55% in size
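HEK293 cells carry an SMN2 […]–luciferase reporter in which exon 7 inclusion puts luciferase in frame. Cells were plated 10-12 h before compound addition, then incubated 30-36 h at 37C. ONE-Glo luminescence was read; sodium butyrate at 4.5 mM final served as control.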
ALDH1A1 block – ALDH1A1 (human) enzyme inhibition. Purified ALDH1A1, NADH fluorescence, propionaldehyde substrate. Potency, µM (series often up to 75.3 µM), for the others: at the highest dose activity, negative = inhibition, most hits filed as inhibitors. actives 7.3% (n = 220,000); active means well fitted inhibition curve with a large enough effect, not every such curve was filed as active; inconclusive means small, poorly fitted or top-dose-only effect, or another doubt; inactive means no such curve, though single readings can be large or run the other way;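 further: plate controls were no enzyme wells and a reference inhibitor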
RECQ1 helicase – inhibitors of human RECQ1 DNA helicase; actives 0.54% (n = 240,000); AID 2549; P46063; Potency, µM (titrated, usually from 57.3 µM), without a hit: at the top dose activity, negative = inhibition, hits mostly inhibitors; RECQ1 DNA unwinding, red fluorescence kinetic read;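 further: plate controls were vehicle for no effect and no enzyme for full effect; nearly all actives have a fitted effect of over 30% in size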
Target sequence (P46063 whole entry, looked up): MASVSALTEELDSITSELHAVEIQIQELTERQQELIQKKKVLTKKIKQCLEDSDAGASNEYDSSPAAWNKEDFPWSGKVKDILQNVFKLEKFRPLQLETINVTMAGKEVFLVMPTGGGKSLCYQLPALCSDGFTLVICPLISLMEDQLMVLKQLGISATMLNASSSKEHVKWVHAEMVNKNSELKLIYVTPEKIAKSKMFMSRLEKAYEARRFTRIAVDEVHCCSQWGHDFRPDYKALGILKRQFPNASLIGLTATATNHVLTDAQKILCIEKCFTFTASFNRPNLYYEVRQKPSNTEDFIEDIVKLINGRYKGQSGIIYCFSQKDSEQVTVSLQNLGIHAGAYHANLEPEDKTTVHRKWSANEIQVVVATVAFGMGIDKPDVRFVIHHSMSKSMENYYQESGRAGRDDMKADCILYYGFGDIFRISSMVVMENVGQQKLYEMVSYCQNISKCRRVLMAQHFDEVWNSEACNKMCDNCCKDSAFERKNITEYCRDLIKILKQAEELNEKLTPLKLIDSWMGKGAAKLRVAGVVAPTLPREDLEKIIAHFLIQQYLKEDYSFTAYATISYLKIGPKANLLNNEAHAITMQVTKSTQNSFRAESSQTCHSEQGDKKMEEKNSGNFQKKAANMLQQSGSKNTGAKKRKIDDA
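50 nM RECQ1T1 preincubated 15 min with compound in Tris pH 8.0 buffer with MgCl2, DTT, Tween-20 and 2.5 ug/ml poly(dI-dC); started with 200 nM TAMRA/BHQ-2 forked duplex and 2 mM ATP. Unwinding read as fluorescence (525/598 nm), two reads 2 h apart.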
KinaseGlo FLuc – Kinase-Glo luciferase inhibition (counter-screen); Q27757; actives 0.28% (n = 200,000); Potency, µM (doses to about 38.3 µM), for the others: at the top dose activity change, negative = inhibition, usual class: inhibitors; AID 1379; Kinase-Glo luciferase, ATP luminescence, 8 min; further: on the % scale 0 is the no-effect control and ±100 the full control effect; nearly all actives have a fitted effect of over 60% in size
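Luminescence was the read-out, taken after 8-minute incubation at ambient temperature. Luciferase turned over luciferin with 10 uM ATP in imidazole pH 7.2 buffer containing KCl, MgCl2, Tween 20 and BSA.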
Tau ThT inhib – blocks human tau fibril formation measured by thioflavin T. recombinant tau K18 P301L (four-repeat tau fragment), heparin-induced fibrillization, ThT fluorescence. Potency, µM (series often up to 57.4 µM), for inactives: at the highest dose activity, negative = inhibition, most hits filed as inhibitors. actives 2.1% (n = 270,000). AID 1460; further: on the % scale 0 is the no-effect control and ±100 the full control effect; nearly all actives have a fitted effect of over 55% in size
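Recombinant human tau K18 fragment […] carrying P301L, 15 uM unlabeled plus 0.24 uM Alexa 594-labeled, was fibrillized with 20 uM heparin in 100 mM sodium acetate pH 7 for 6 hr at 37 C; 30 uM ThT fluorescence read after 1 hr.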
Lamin A splicing – modulators of lamin A splicing; HeLa LMNA splicing GFP/RFP minigene ratio, 48 h; Potency, µM (top dose mostly 46.1 µM), inactives show at the highest dose ratio change, negative = inhibition, usual class: inhibitors; actives 0.01% (n = 200,000); AID 1487; active means well fitted inhibition curve with a large enough effect in the signal ratio, with a control signal flat, not every such curve was filed as active; inconclusive means small, poorly fitted or top-dose-only effect, or effect the other way, or a change in a side signal; the % refers to the signal ratio; further: on the % scale 0 is the no-effect control and ±100 the full control effect
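S3 HeLa stable clones carrying a lamin A-EGFP splicing minigene plus DsRed2 were seeded at 600 cells/well in Opti-MEM with 2% FBS, pin-dosed and incubated 48 h at 37°C. Acumen cytometry (488 nm) gave the GFP/RFP total-intensity ratio.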
L3MBTL1 inh – blocks human L3MBTL1 | AlphaScreen L3MBTL1–H3K9me1 peptide binding | Potency, µM (top dose mostly 57.1 µM), inactives show at the highest dose activity, negative = inhibition, usual class: inhibitors | actives 0.66% (n = 230,000); further: on the % scale 0 is the no-effect control and ±100 the full control effect; nearly all actives have a fitted effect of over 60% in size
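AlphaScreen assay: L3MBTL1 (50 nM final) was preincubated 30 min at room temperature with biotinylated H3(1-15)K9me1 peptide (75 nM final), then 30 min with library compounds; streptavidin donor and nickel chelate acceptor beads (10 ug/mL final) added, 30 min dark.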
JMJD2E inh – blocks human JMJD2E demethylase activity. actives 1.6% (n = 230,000). JMJD2E catalytic domain, FDH-coupled NADH fluorescence (FDH is formaldehyde dehydrogenase). Potency, µM (titrated, usually from 57.1 µM), for the others: top-dose activity change, negative = inhibition, most hits filed as inhibitors. B2RXH2. AID 2147; active means well fitted inhibition curve with a large enough effect, not every such curve was filed as active; inconclusive means small, poorly fitted or top-dose-only effect, or another doubt; inactive means no such curve, though single readings can be large or run the other way;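 further: 0% = wells with enzyme and -100% = buffer wells without enzyme; nearly all actives have a fitted effect of over 50% in size; many of its hits are not listed in these tables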
Target sequence (B2RXH2 1-337 limits assumed): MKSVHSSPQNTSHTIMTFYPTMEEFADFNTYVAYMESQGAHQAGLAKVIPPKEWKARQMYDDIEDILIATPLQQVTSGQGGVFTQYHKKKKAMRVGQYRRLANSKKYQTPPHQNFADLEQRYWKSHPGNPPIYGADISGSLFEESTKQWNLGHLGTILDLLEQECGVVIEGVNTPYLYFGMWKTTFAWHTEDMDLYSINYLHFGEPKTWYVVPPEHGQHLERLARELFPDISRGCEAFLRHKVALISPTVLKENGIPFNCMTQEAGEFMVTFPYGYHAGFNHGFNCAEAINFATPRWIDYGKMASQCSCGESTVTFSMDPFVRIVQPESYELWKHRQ
* = called active by the depositor; i = inactive; ? = inconclusive; . = not tested or not shown; & = joins results of further samples; [ ] = another dose, or the depositor's remark. Unless noted, the call rests on the fitted dose curve; in most records, active means well fitted curve in the direction sought with a large enough effect; inconclusive means small, poorly fitted or top-dose-only effect, or another doubt; inactive means no such curve, though single readings can be large; an effect the other way counts as inactive or inconclusive. Potency means the concentration at half of the fitted maximal effect.

Screens in order: SMN2 splice up	ALDH1A1 block	RECQ1 helicase	KinaseGlo FLuc	Tau ThT inhib	Lamin A splicing	L3MBTL1 inh	JMJD2E inh
> COCCN1Cc2cccc(C(=O)Nc3cc(C)cc(C)c3)c2C1=O
    -19%	?	-4%	-2%	-18%	4%	6%	?
> Cc1ccc2nc(C)c(C(=O)N/N=C/c3cccs3)cc2c1
    0%	-15%	i	-8%	-17%	-3%	-7%	-8%
> CCc1cc(C(=O)OC)c(NC(=O)CCC(=O)O)s1
    3%	18µM*	-19%	-4%	6%	-5%	-2%	?
> CC(NC(=O)c1ccco1)c1ccc2c(c1)OCCO2 (stereo not given)
    -3%	9%	-13%	-3%	-2%	-8%	3%	0%
> COc1ccc(NC(=O)Nc2ccc(F)cc2F)c(C)c1
    -2%	3%	0%	-1%	-13%	7%	.	-4%
> CC(C)(C)/C(O)=C/c1nc2cc(Cl)ccc2oc1=O
    .	.	-3%	.	-9%	.	-2%	-9%
> O=C1Nc2ccc([N+](=O)[O-])cc2C1=Nc1cccc(CO)c1
    0%	?	i	5%	?	-21%[46 µM]	-18%	9%
> O=C(NCCCNC(=O)C(F)(F)C(F)F)C(F)(F)C(F)F
    1%	0%	i	-2%	0%	10%	-2%	0%
> COc1ccccc1C(=O)Nc1ccc2c(c1)nc(CN1CCCCC1)n2C
    -12%&-24%	1%	-1%	1%	-14%&-17%	.	-4%	-2%
> CCOC(=O)C1=C(CC)OC(N)=C(C#N)C1c1ccc(F)cc1F (stereo not given)
    -5%	11%	i	-1%	1%	12%[46 µM]	0%	1%
> O=c1[nH]cnc2scc(-c3ccc(F)cc3)c12
    1%	11%	i	9%	-16%	17%	1%	2%
> Cc1cccc(C(=O)N/N=C/C(C)Cc2ccc3c(c2)OCO3)c1 (stereo not given)
    0%[1.84 µM]	1%	-3%	1%	-9%	-4%	6%	-8%
> c1ccc(-c2csc(-n3cnnn3)n2)cc1
    -12%	-5%	-1%	-5%	-13%	-5%	5%	0%
> N#Cc1cccc(CS(=O)(=O)c2nnnn2C2CCCCC2)c1
    22%	25µM*	i	0%	-7%	.	.	-6%
> Cc1nnsc1C(=O)Nc1ccccc1Cl
    -11%	10%	i	-1%	6%	-6%	-1%	1%
> O=C(c1ccccc1)N1CCCC(c2ccc(Cl)cc2)=N1
    -34%[inhibitor]	?	i	8%	?	?	12%	-3%
> CSc1nnc(C)c(=O)n1COC(=O)COc1ccc(F)cc1
    ?	-4%	6%	0%	-15%	.	.	282%[activator]
> CC(C)Cn1c(N)c(C(=O)CCl)c(=O)n(C)c1=O
    -42%[inhibitor]	8.9µM*	-1%	2%	2%	?	6%	-1%
> O=C(O)Cc1cc(C(=O)Nc2ccc(Br)cc2)sc1-c1ccccc1
    6%	?	-16%	3%	?	7%	-6%	1%
> O=C(c1ccc(-c2ccc(Cl)cc2)o1)N1CCN(c2ccc([N+](=O)[O-])cc2Cl)CC1
    -74%[inhibitor]	3.2µM*	-3%	1%	?	?	-10%	-2%
> Cc1cc(/C=C2\SC(=O)NC2=O)c(C)n1-c1ccc(N2CCOCC2)cc1
    .	-5%	i	.	?	.	-2%	-24%
> Cc1ccc(N(C(=O)c2ccc(CN3CCOCC3)o2)C(C(=O)NCCC(C)C)c2cccs2)c(C)c1 (stereo not given)
    -3%	-1%	2%	0%	4%	-13%	1%	-14%
> CCOc1ccccc1Nc1ccc(C(=O)O)cc1NC(C)=O
    ?	?	7%	-3%	13%	11%	11%	4%
> CCOC(=O)C1=C(CN2CCSCC2)NC(=O)NC1c1ccc2c(c1)OCO2 (stereo not given)
    5%	4%	i	-2%	-4%	.	-2%	12%
> O=C(O)COc1ccc2oc3ccccc3c2c1
    -5%	7%	i	1%	3%	?	0%	-3%
> O=C(CCn1c(=O)c2ccccc2n(Cc2cc(=O)n3ccccc3n2)c1=O)NCc1ccco1
    -10%	?	-17%	0%	2%	-2%	-3%	?
> CCc1c(C)nc2cc(-c3ccc(OC)c(OC)c3)nn2c1N1CCCC1
    .	?	14%	.	?	?	-6%	-14%
> CCOc1ccc(NC(=O)CC2C(=O)N(CC)C(=S)N2CCN2CCOCC2)cc1 (stereo not given)
    10%	-6%	0%	6%	1%	6%[9.22 µM]	28%	-3%
> CCCCCCCCCCOC(=O)NC1CCS(=O)(=O)C1 (stereo not given)
    -29%	7%	i	0%	-10%	?	.	4%
> O=C(NCc1ccc2c(c1)OCO2)c1c(O)c2cccc3c2n(c1=O)CCC3
    2%	?	-12%	-5%	1%	-4%	5%	10%
> CC(C)NCC(O)COC1CCC(C(C)(C)C)CC1 (stereo not given)
    .	11%	-5%	.	-6%	.	.	-12%
> CC(=O)Nc1ccc(S(=O)(=O)n2cnc3cc(C)c(C)cc32)cc1
    -42%[inhibitor]	?	-4%	0%	-9%	?	8%	1%
> CC(=O)Nc1ccc(S(=O)(=O)N2CCN(c3cc(C)ccc3C)CC2)cc1
    -38%[inhibitor]	15%	-16%	-2%	-9%	?	6%	-5%
> Cc1nn(-c2ccccc2)c(C)c1NC(=O)Cc1cccs1
    -12%	-4%	2%	-1%	-11%	-6%	-19%	8%
> Cc1onc(-c2ccccc2)c1C(=O)N1CCCN2C(=O)c3ccccc3C21 (stereo not given)
    .	-2%	-1%	.	-15%	.	6%	-1%
> CC(=O)N1CC2(C)CN(C(C)=O)CC(C)(C1)C2
    4%	10%	-8%	8%	6%	-1%	.	-8%
> O=C(Nc1ccc(N2CCOCC2)c(Cl)c1)c1ccco1
    13µM*	9%	i	-7%	-15%	-4%	.	-1%
> c1ccc(-n2ncc3c(NCCCN4CCOCC4)ncnc32)cc1
    ?	?	i	-2%	-7%	-5%	11%	?
> O=C(COC(=O)Cc1ccc(F)cc1)Nc1cc(S(=O)(=O)N2CCOCC2)ccc1N1CCCC1
    -7%	8%	-1%	0%	4%	-3%	5%	6%
> N#Cc1nc(COc2ccc(-c3ccccc3)cc2)oc1NCCCN1CCOCC1
    -29%	6%	-5%	2%	-18%	?	-9%	13%
> CCCCn1nnc(NC(=O)C(c2ccccc2)c2ccccc2)n1
    -3%	3%	i	1%	1%	-14%[46 µM]	10%	-6%
> COc1ccc(C(=O)Nc2ccc3oc(Cc4ccc(Cl)cc4)nc3c2)cc1OC
    -68%[inhibitor]	3%	-13%	-3%	-10%	-1%	.	4%
> COc1ccc(C2C(C#N)=C(N)OC3=C2C(=O)CC(C)(C)C3)c([N+](=O)[O-])c1OC (stereo not given)
    2%	6%	-1%	-3%	-9%	1%	-7%	2%
> O=c1cc(CSc2nnnn2-c2ccccc2)nc2sccn12
    22%	13µM*	-15%	3%	-2%	-18%[46 µM]	-8%	-12%
> CCCN(Cc1ccccc1)C(=S)Nc1ccc(OCC)cc1
    -26%	-7%	2%	5%	-10%	?	-2%	-5%
> O=C(c1ccccc1)N1CCCC(C(=O)N2CCN(c3ccccc3)CC2)C1 (stereo not given)
    .	.	-1%	.	-6%	.	4%	-3%
> COC(=O)c1ccc(NC(=O)CNS(=O)(=O)c2cccs2)cc1
    21%	?	i	-1%	-14%	-12%	.	-18%
> O=C(CCn1nc(-c2ccccc2)ccc1=O)N1CCCC1
    -1%	-14%	3%	2%	0%	4%	-1%	?
> Cn1c(O)c(C(C#N)=C2N=c3ccccc3=N2)c2ccccc21
    5%	11%	-5%	0%	?	18%	9%	8%
> C/C(CC(C)(C)C1CCCCC1)=N\NC(N)=S
    -36%[inhibitor]	?	-15%	4%	-18%	?	.	-8%
> CC(C)N(Cc1nc(-c2ccccc2)no1)C(=O)CN(C)S(=O)(=O)c1ccccc1
    -23%	?	-6%	1%	13%	11%	2%	0%
> COc1ccc(S(=O)(=O)CC2(O)CCN(C(=O)CC(C)C)CC2)cc1
    .	?	-1%	-1%	4%	5%[46 µM]	30%[activator]	7%
> O=C(NN1C(=O)C2C3CCC(O3)C2C1=O)c1ccc(Br)o1 (stereo not given)
    ?	8%	-1%	2%	3%	0%	2%	-4%
> CC1=NNC(=O)/C1=C\c1cn(-c2ccccc2)nc1-c1ccccc1
    -78%[inhibitor]	-9%	i	-4%	-1%	.	?	-18%
> CCSc1nnc(-c2ccncc2)o1
    26%	-12%	0%	-3%	-8%	-8%	-4%	-6%
> N#C/C(=C\N1CCN(Cc2ccc3c(c2)OCO3)CC1)c1nc2ccccc2s1
    -32%[inhibitor]	?	-20%	-1%	?	?	-23%	-6%
> COc1cc(C(=O)Nc2ccncc2)c([N+](=O)[O-])cc1OC
    .	2%	i	.	-7%	.	64%[activator]	0%
> COc1cc(/C=N/NC(=O)CCN2CCN(C(c3ccccc3)c3ccccc3)CC2)ccc1O
    .	-5%	-21%	.	-17%	-14%	?	?
> S=C(NCc1ccco1)Nc1cc(Cl)c(Cl)cc1Cl
    1%	-11%	-17%	-1%	-14%	?	3%	15%
> O=c1[nH]c2cc3c(cc2cc1CN(Cc1cccnc1)C(=S)NCc1ccco1)OCO3
    .	?	-1%	-3%	?	?	-12%	?
> CCn1c(SCC(=O)c2ccccc2)nnc1-c1cccnc1
    6%	?	26%	-3%	4%	?	-3%	-4%
> Cc1ccc(NC(=O)C2CCN(S(=O)(=O)c3cccs3)CC2)cc1
    -30%&-4%	?	-8%	6%	7%&2%	.	-3%	-11%

This is a subset, so the mix of outcomes need not match the whole.
